Cardio protect: cardioprotection against H2O2-induced cell death, primary screen, uHTS, H9c2 cells, ATPLite luminescence. H9c2 cardiomyocytes, H2O2 injury protection, 2 h. protection from H2O2 cell death, % at 20 µM. 0.63% of 360,000 active;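 active = compounds giving at least 50% protection of heart cells from peroxide-induced death in the single-dose screen, raw or plate-pattern-corrected value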;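 also: 0% = DMSO wells with peroxide and 100% = DMSO wells without peroxide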
ABCB6 inh 2: ABCB6 transporter inhibitors, primary screen, K562-ABCB6 cells, flow cytometry, MLPCN library; 0.19% of 360,000 active; K562-ABCB6 porphyrin accumulation, 1 h; active compounds read low; AID 602162, 2011; fluorescence ratio to DMSO, % at 10 µM;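 active = fluorescence ratio to DMSO below 75%, the collection mean minus 3 SD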;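 also: signal is porphyrin accumulated inside mitochondria; 100% equals median channel fluorescence of DMSO control wells; lower ratio means ABCB6 inhibition with less porphyrin fluorescence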
MC4R ag barr: MC4R agonists recruiting beta-arrestin, primary screen, cell-based, luminescence, agonist arm of biased-ligand search | 0.98% of 360,000 active | U2OS MC4R beta-arrestin complementation; percent of melanotan II response, DMSO zero | AID 540308, 2011 | activation, % at 8.9 µM;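 active = activation above a per-plate cutoff, the mean activation of sample wells on that plate plus 3 SD, cut at about 8% in these data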
Target sequence (P32245 whole entry, looked up): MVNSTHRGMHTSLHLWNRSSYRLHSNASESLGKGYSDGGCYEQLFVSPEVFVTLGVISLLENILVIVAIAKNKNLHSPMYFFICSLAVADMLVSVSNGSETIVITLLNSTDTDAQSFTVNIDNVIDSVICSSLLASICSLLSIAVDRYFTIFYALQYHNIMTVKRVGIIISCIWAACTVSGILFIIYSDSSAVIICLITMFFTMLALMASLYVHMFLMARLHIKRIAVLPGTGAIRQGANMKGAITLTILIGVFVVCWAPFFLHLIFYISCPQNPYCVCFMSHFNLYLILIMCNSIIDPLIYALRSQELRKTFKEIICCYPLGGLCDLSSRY
CaV13 FRET inh: Disruptors of the CACNA1D IQ motif to Ca2+-dependent inactivation inhibitor domain association, primary screening, Förster resonance energy transfer in intact living … | 0.098% of 340,000 active | HEK cells, CFP/YFP FRET ICDI-IQ, plate reader, 10 min; percent FRET-ratio fall versus neutral wells | inhibition, % at 12.3 µM;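 active = mean replicate inhibition of at least 30% and at least 1% of replicates passing that level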;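 also: 0% = median of the neutral control wells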
Vif imaging: HIV Vif self-association inhibitors, primary screen, imaging, HEK293T, single point. HEK293T cells, Vif self-association by quenched fluorescence, 24 h. inhibition, % at 7.49 µM. 0.35% of 340,000 active. AID 602346, 2012; in the data active = inhibition above about 50%, passing the limit was not always enough; also: some results filed as inactive read as strong as hits
MC4R antag cAMP: MC4R antagonists of cAMP signaling, primary screen, cell-based, TR-FRET, antagonist arm of biased-ligand search. inhibition, % at 6.5 µM. MC4R-expressing cells, MTII-stimulated cAMP, LANCE TR-FRET. 0.48% of 360,000 active. Melanocortin receptor 4 (Homo sapiens), P32245;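 active = inhibition above its plate's cutoff, the mean of tested wells on that plate plus 3 SD, cut at about 29% in these data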;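 also: 0% = Melanotan II alone and 100% = Melanotan II plus saturating MCL0020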
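Test system: U2OS cells stably expressing human melanocortin 4 receptor (MC4R); also added: Melanotan II challenge; compound: 6.5 µM single dose; timing: 30-min compound preincubation, 1-h Melanotan II challenge, 1-h detection, room temperature; signal: Eu-cAMP/anti-cAMP TR-FRET, emission 671 nm; repeats: one well per compound, no replicates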
aDG glyco up: activators of alpha-DG glycosylation, primary screen, uHTS, Pro5-aDG cells, AlphaScreen; alpha-DG glycosylation AlphaScreen (IIH6); 0% Pro5, 100% B10-LARGE cell signal; activation, % at 10 µM; 0.22% of 360,000 active; AID 624168, 2012;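 active = activation of at least 8% versus controls, or a plate z-score of at least 8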;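 also: Pro5 are CHO cells carrying HIG-tagged alpha-DG that lacks glycosylation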
PDI inh: inhibitors of human PDI, primary screen, biochemical, turbidity, single point, plate reader | Protein disulfide-isomerase (Homo sapiens), P07237 | PDI insulin aggregation turbidity, A650, 90 min | inhibition, % at 10 µM | 0.052% of 350,000 active | AID 588391, 2011;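 active = mean inhibition across replicates of 30% or more, whatever share of single replicates reach that level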;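 also: absorbance from insulin aggregation driven by PDI reduction with DTT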
Glyco luc inh: increase of ERlucT glycosylation luciferase signal, primary screen, N-linked glycosylation inhibitor project, D54 ERlucT cells, luminescence, set 2 | D54 ERlucT glycosylation luciferase reporter, 24 h; percent of 100 nM tunicamycin response | reporter increase, % at 12.5 µM | 0.23% of 360,000 active | AID 588692, 2011;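 active = mean luciferase reporter signal, scaled so untreated is 0 and the glycosylation-blocking control 100, at or above a set limit in every replicate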;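 also: luciferase carries N-glycosylation sites so blocking glycosylation raises the light; 0% = median of neutral control wells and 100% = median of 100 nM tunicamycin wells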
HTR2A ag: mouse Htr2a agonists via beta-arrestin recruitment, primary screen, cell-based, luminescence | 5-hydroxytryptamine receptor 2A (Mus musculus), P35363 | CHO-K1 mHTR2A beta-arrestin complementation; percent of 30 µM serotonin response | activation, % at 7.6 µM | 0.66% of 360,000 active;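 active = activation above a run cutoff, the mean activation of all tested compounds plus 3 SD, cut at about 14% in these data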;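 also: 0% = plate median of compound wells and 100% = 30 µM serotonin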
Target sequence (P35363 whole entry, looked up): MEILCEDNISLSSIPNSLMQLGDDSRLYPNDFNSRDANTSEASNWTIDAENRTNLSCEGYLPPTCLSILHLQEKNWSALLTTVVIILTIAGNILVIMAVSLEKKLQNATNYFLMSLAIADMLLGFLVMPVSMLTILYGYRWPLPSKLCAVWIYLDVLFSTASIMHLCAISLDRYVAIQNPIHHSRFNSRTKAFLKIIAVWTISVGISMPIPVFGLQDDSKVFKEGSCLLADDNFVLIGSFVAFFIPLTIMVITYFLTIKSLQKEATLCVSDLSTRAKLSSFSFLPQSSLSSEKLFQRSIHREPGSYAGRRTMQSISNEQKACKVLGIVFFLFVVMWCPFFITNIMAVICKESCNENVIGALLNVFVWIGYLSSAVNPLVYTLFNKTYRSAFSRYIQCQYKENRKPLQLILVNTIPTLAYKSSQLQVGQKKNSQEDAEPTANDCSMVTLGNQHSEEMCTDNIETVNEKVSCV
* hit, by the source's call; . = no result given.

#1 Nc1nc(NCC(=O)O)nc(NC2CCCCC2)c1[N+](=O)[O-]
#2 CC1CCN(S(=O)(=O)c2ccc(N=NC3=C(O)CC(C)(C)CC3=O)cc2)CC1
#3 CCOC(=O)C1(C)CCCN(C(=O)c2ccc3snnc3c2)C1 (stereo not drawn)
#4 O=C(CCc1ccc(O)cc1)c1c(O)cc(O)cc1O
#5 Cc1csc(NC(=O)c2cnccn2)n1
#6 Cc1oc2cc3oc(=O)c(CCC(=O)NCCCn4ccnc4)c(C)c3cc2c1C
#7 CC(C)CSc1ncc(-c2cccc(C(F)(F)F)c2)cn1
#8 COCc1nc2oc3ccccc3c(=O)c2cc1C(=O)OC

Compound,1,2,3,4,5,6,7,8
Cardio protect,2,1,8,-7,-3,-11,-14,12
ABCB6 inh 2,103,101,117,98,99,91,95,97
MC4R ag barr,-1.3,0.0,-0.3,1.1,-0.2,-2.3,0.5,-0.6
CaV13 FRET inh,-3,-5,-7,-3,-4,.,-5,-4
Vif imaging,-2,9,3,-4,-2,-4,-4,-9
MC4R antag cAMP,-4,7,-4,7,-1,1,-1,5
aDG glyco up,0.0,-0.1,0.0,0.2,-0.1,0.4,4.3,-0.1
PDI inh,-2,-4,-2,-5,3,.,0,-3
Glyco luc inh,0,4,2,1,1,0,-4,-2
HTR2A ag,0,3,6,-4,-1,1,-2,1

#9 Cc1cnc(C(=O)OCc2ccc(C#N)cc2)cn1
#10 COc1cccc(OCC(=O)Nc2cc(Cl)ccc2Oc2ccccc2)c1
#11 CC(C)c1ccc(NC(=O)Cc2c(C(=O)O)n(C)c3ccccc23)cc1
#12 CC1=C(C(=O)OC(C)C)C(c2ccc(Br)s2)NC(=O)N1 (stereo not drawn)
#13 O=[N+]([O-])c1cccc(/C(=N/N=C/c2ccccc2Br)C23CN4CN(CN(C4)C2)C3)c1
#14 CC(=O)N(C(C)=O)c1c(N2CCCC2)c2ccccc2oc1=O
#15 COc1ccc(CN2C(=O)c3ccccc3C(/C=N/OCc3ccc(Cl)cc3)C2=O)cc1 (stereo not drawn)
#16 COc1ccc(NS(=O)(=O)c2cc(NC(=O)[C@@H](NC(N)=O)C(C)C)ccc2C)cc1

Compound,9,10,11,12,13,14,15,16
Cardio protect,4,-24,0,6,4,-6,20,-1
ABCB6 inh 2,101,98,96,96,95,94,97,92
MC4R ag barr,0.5,-1.2,-0.8,0.2,2.1,-1.4,-2.0,-0.6
CaV13 FRET inh,-7,2,-13,.,-4,-1,.,-2
Vif imaging,5,3,4,1,-8,4,-2,3
MC4R antag cAMP,8,2,11,11,6,8,5,4
aDG glyco up,0.1,0.6,-0.2,0.4,-0.2,0.0,-0.5,-0.2
PDI inh,1,-7,-7,-3,3,6,4,1
Glyco luc inh,5,-5,0,1,1,0,-3,7
HTR2A ag,-1,-7,-4,0,2,0,-1,-5

#17 COc1ccc(-c2noc(CCC(=O)NCCCN3CCN(c4ccccc4F)CC3)n2)cc1
#18 FC(F)(F)c1cccc(Sc2nc(-c3ccccc3)nnc2C(F)(F)F)c1
#19 COCCCNC(=O)Nc1ccc(F)cc1F
#20 CC1N/C(=C\C(=O)c2ccccc2)N(O)C1(C)C (stereo not drawn)
#21 CS(=O)(=O)N1CCC(C(=O)Nc2cc(Cl)cc(Cl)c2)CC1
#22 CC(=O)Nc1cccc(NC(=O)CS(=O)(=O)c2cn(CC(=O)N3CCCC3)c3ccccc23)c1
#23 O=C(O)CC(CC(=O)N1CCOCC1)c1ccccc1 (stereo not drawn)
#24 N#CCC(=O)Nc1ccc(C(=O)NCCc2c[nH]c3ccccc23)cc1

Compound,17,18,19,20,21,22,23,24
Cardio protect,-15,-17,0,-27,2,1,0,1
ABCB6 inh 2,102,95,104,107,99,94,98,98
MC4R ag barr,2.3,-1.3,-1.4,-0.7,-1.3,-1.7,-0.5,0.5
CaV13 FRET inh,-5,-1,-5,-5,-6,-12,-4,-3
Vif imaging,-19,.,0,4,2,7,1,-2
MC4R antag cAMP,0,19,3,-5,1,16,8,4
aDG glyco up,2.1,-0.6,-0.3,-0.2,-0.2,-0.3,-0.1,-0.2
PDI inh,-10,-15,5,-4,4,6,11,-3
Glyco luc inh,-6,15,-1,-4,2,0,1,3
HTR2A ag,-6,7,9,1,-6,-1,-4,-4

Some of these compounds in order of their number in CaV13 FRET inh, highest first:
cpd | smiles | ABCB6 inh 2 | MC4R ag barr | CaV13 FRET inh | Vif imaging | MC4R antag cAMP | aDG glyco up | PDI inh | Glyco luc inh | HTR2A ag
18 | FC(F)(F)c1cccc(Sc2nc(-c3ccccc3)nnc2C(F)(F)F)c1 | 95 | -1.3 | -1 | . | 19 | -0.6 | -15 | 15 | 7
24 | N#CCC(=O)Nc1ccc(C(=O)NCCc2c[nH]c3ccccc23)cc1 | 98 | 0.5 | -3 | -2 | 4 | -0.2 | -3 | 3 | -4
19 | COCCCNC(=O)Nc1ccc(F)cc1F | 104 | -1.4 | -5 | 0 | 3 | -0.3 | 5 | -1 | 9
22 | CC(=O)Nc1cccc(NC(=O)CS(=O)(=O)c2cn(CC(=O)N3CCCC3)c3ccccc23)c1 | 94 | -1.7 | -12 | 7 | 16 | -0.3 | 6 | 0 | -1

Next structures follow:
#25 COc1ccc(-c2nc(CS(=O)(=O)CC(=O)NCCCN3CCN(C)CC3)c(C)o2)cc1
#26 N#CC(c1nc2ccccc2nc1N1CCCC1)S(=O)(=O)c1ccccc1 (stereo not drawn)
#27 Cc1ccc(/C=N/NC(=O)Cc2cccn2C)s1
#28 Fc1ccc(COc2ccc(Br)cc2CNCC2CCCO2)cc1 (stereo not drawn)
#29 Cc1cc(Cl)ccc1NC(=O)CSc1nnc(Cc2cccs2)n1Cc1ccco1
#30 Cn1c(=O)[nH]c2nc[nH]c2c1=O
#31 CCOc1ccc(CNC(=O)C2CCN(S(=O)(=O)N3CCCC3)CC2)cc1OC
#32 O=C(CCn1c(=O)c2sccc2n(Cc2cc(=O)n3ccccc3n2)c1=O)NCc1ccco1

Compound,25,26,27,28,29,30,31,32
Cardio protect,0,40,0,-16,1,18,2,0
ABCB6 inh 2,101,183,95,91,101,96,94,105
MC4R ag barr,-0.6,1.2,-0.6,-0.1,-1.0,-1.3,-0.4,0.7
CaV13 FRET inh,-8,-9,-7,4,.,-5,-6,-8
Vif imaging,-2,.,7,6,-4,-1,2,11
MC4R antag cAMP,10,-8,-3,3,2,0,4,2
aDG glyco up,-0.2,-0.1,-0.1,1.7,0.4,0.0,0.2,0.1
PDI inh,-1,3,-1,-7,-2,2,1,22
Glyco luc inh,2,6,6,-1,-2,1,2,0
HTR2A ag,0,8,1,-7,-1,-3,5,5

#33 S=c1[nH]nc2ccccn12
#34 O=C(CSc1nnc(-c2ccncc2)n1CC1CCCO1)Nc1nccs1 (stereo not drawn)
#35 O=C(COC(=O)c1cc(Cl)ccc1O)c1ccc2c(c1)OCO2
#36 COc1ccc(/C=N/NC(=O)c2[nH]ncc2Br)c(OC)c1
#37 Cc1ccc(C)c(NC(=O)COC(=O)c2ccc3ccccc3n2)c1
#38 CSc1nc(S(=O)(=O)c2ccc(C)cc2)c(Cl)s1
#39 CCCCc1cc(=O)oc2cc(C)cc(OCC(=O)NCC3CCC(C(=O)O)CC3)c12 (stereo not drawn)
#40 COc1ccccc1-c1cnn2c(NC3CCCC3)cc(C)nc12

Compound,33,34,35,36,37,38,39,40
Cardio protect,-4,-2,-10,-16,4,7,1,-11
ABCB6 inh 2,97,104,98,104,133,91,100,98
MC4R ag barr,-2.5,-2.0,-1.0,-0.4,-0.9,-1.8,-0.1,0.9
CaV13 FRET inh,-6,-5,-15,.,-5,-7,.,-10
Vif imaging,-18,-6,13,.,.,-5,-23,.
MC4R antag cAMP,1,8,4,-5,-2,-9,8,-2
aDG glyco up,-0.1,0.0,0.5,-0.2,-0.1,-0.1,-0.1,0.1
PDI inh,13,-4,-3,1,11,-9,.,0
Glyco luc inh,1,1,0,1,5,-1,5,-1
HTR2A ag,21*,2,-7,-1,3,-4,-2,1

#41 Cc1nn(C)c(C)c1/C=N/O
#42 CCOc1cc(/C=C2/NC(=S)NC2=O)ccc1OCc1ccc([N+](=O)[O-])cc1
#43 CC1CN(c2ccc(Oc3ccccc3)cc2)c2nc3c(c(=O)n(CC(N)=O)c(=O)n3C)n2C1 (stereo not drawn)
#44 Cc1onc(C(=O)NCc2cccs2)c1[N+](=O)[O-]
#45 Cc1cc(C)cc(OCC(=O)NNC(=O)c2cc(C)[nH]n2)c1
#46 CCCC(=O)Nc1cccc(NC(=O)c2ccc3c(c2)OCO3)c1
#47 NC(=O)C[C@@H]1NC(=O)CNC(=O)c2cc([N+](=O)[O-])cc(I)c2NCCC(C(N)=O)NC1=O (stereo partly drawn)
#48 Cc1ccc(S(=O)(=O)Nc2ccc(S(=O)(=O)Nc3nccs3)cc2)c([N+](=O)[O-])c1

Compound,41,42,43,44,45,46,47,48
Cardio protect,-4,-14,10,-2,-9,-6,2,24
ABCB6 inh 2,101,94,97,103,97,102,95,101
MC4R ag barr,-2.5,-2.3,-0.1,0.3,2.5,-0.7,-1.0,-3.7
CaV13 FRET inh,-5,.,-5,8,-5,-5,-9,.
Vif imaging,-1,9,9,-1,-11,2,.,1
MC4R antag cAMP,0,8,15,10,0,5,11,9
aDG glyco up,0.1,0.0,0.7,-0.4,-0.1,0.1,-0.4,0.4
PDI inh,8,-8,-3,12,-8,1,-2,8
Glyco luc inh,1,1,-2,1,0,0,0,2
HTR2A ag,0,-3,4,-3,5,2,13,2

#49 COc1ccc(NC(=O)CC2C(=O)N(c3ccc(Cl)cc3)C(=S)N2CCc2ccccn2)cc1 (stereo not drawn)
#50 COc1ccc(CN(C)C(=O)CCl)cc1
#51 COc1ccc(NC(=O)c2cc(Br)ccc2Cl)c(OC)c1
#52 CCN(Cc1ccccc1)C(=O)/C=C/c1ccccc1[N+](=O)[O-]
#53 CCN(C(=O)c1ccco1)c1nnc(-c2cccnc2)s1
#54 Cc1ccc(-c2[nH]ncc2C(=O)c2ccccc2C)c(O)c1

Compound,49,50,51,52,53,54
Cardio protect,3,-4,0,-4,-2,-4
ABCB6 inh 2,97,329,90,93,93,101
MC4R ag barr,-1.8,-2.2,3.1,0.4,-0.6,-1.5
CaV13 FRET inh,-5,-7,-5,-16,-4,-20
Vif imaging,1,-1,-1,1,-7,19
MC4R antag cAMP,9,7,6,-1,18,3
aDG glyco up,0.1,0.0,-0.1,0.1,0.1,0.1
PDI inh,2,7,6,-2,0,-3
Glyco luc inh,2,6,1,-1,-2,-1
HTR2A ag,2,-1,-3,-4,4,3
